NPC1 promoter act: NPC1 promoter activation; Huh7 NPC1 promoter luciferase reporter, 24 h; Potency, µM (doses to about 9.22 µM), without a hit: at the highest dose activation, actives largely listed as activators; actives 2.4% (n = 320,000); AID 485313;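 further: % of control where 0% means no effect; nearly all actives have a fitted effect of over 60% in size; reporter is driven by a mutant NPC1 promoter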
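Huh7 reporter cells (NPC1 promoter driving luciferase) are dosed with compound for 24 h at 37 °C, 5% CO2; luciferase detection reagent is then added and luminescence measured after 10 min at ambient temperature.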
BRCA1 expr act: activators of BRCA1 expression | MCF7-BRCA1-FFLuc reporter, luminescence, 48 h; response scale: scaled: vehicle 0%, 10 µM genistein 100% | Potency, µM (highest dose often 46.1 µM), for inactives: at the highest dose activation, actives largely listed as activators | actives 1.1% (n = 380,000); further: nearly all actives have a fitted effect of over 80% in size; some results filed as inactive show a strong effect at the top dose
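Luminescence from a BRCA1-driven firefly luciferase in MCF7 cells was the read-out, taken 15 min after substrate addition following 48 h compound exposure at 37 °C. Data were normalized to a 10 microM genistein control and DMSO vehicle.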
uPA generation: inhibitors of cell surface uPA generation; cell surface uPA generation assay, qHTS; Potency, µM (titrated, usually from 38.3 µM), inactives show top-dose activity change, negative = inhibition, actives largely listed as inhibitors; actives 0.31% (n = 330,000); active means well fitted inhibition curve with a large enough effect; inconclusive means small, poorly fitted or top-dose-only effect; inactive means no such curve, though single readings can be large or run the other way; tested in mouse RAW 264.7 cells; further: on the % scale 0 is the no-effect control and ±100 the full control effect; nearly all actives have a fitted effect of over 55% in size
Rab9 promoter act: activates the Rab9 promoter. Potency, µM (titrated, usually from 9.22 µM), for inactives: top-dose activation, negative = inhibition, most hits filed as activators. Huh7 Rab9 promoter-luciferase reporter, luminescence, 24 h. AID 485297. actives 2.8% (n = 320,000); further: % of control where 0% means no effect; nearly all actives have a fitted effect of over 60% in size
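Huh7 reporter line, Rab9 promoter upstream of luciferase. Compound exposure 24 h at 37 °C in reduced-serum medium with 10% FBS. Read-out: luminescence.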
ELG1 genotox: inducers of genotoxicity in HEK293T ELG1-luciferase cells. HEK293T ELG1-luciferase reporter, luminescence, 16 h. Potency, µM (titrated, usually from 46 µM), inactives show at the top dose activity change, positive = activation, most hits filed as activators. actives 1.3% (n = 330,000). AID 504466; further: % of control where 0% means no effect; nearly all actives have a fitted effect of over 60% in size
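DMSO vehicle served as control against compound-treated ELG1-luciferase HEK293T cells; exposure lasted 16 hr at 37 °C and 5% CO2, followed by ONE-Glo luminescence detection after 30 min.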
MLL CXXC-DNA inh: inhibitors of human MLL CXXC domain-DNA interaction | Q03164 | MLL-CXXC / FITC-HOXA9 DNA fluorescence polarization | Potency, µM (titrated, usually from 115 µM), for inactives: at the highest dose activity change, negative = inhibition, usual class: inhibitors | actives 0.037% (n = 290,000) | AID 2662; active means well fitted inhibition curve with a large enough effect in the polarisation, with a control signal flat, not every such curve was filed as active; inconclusive means small, poorly fitted or top-dose-only effect, or effect the other way, or a change in a side signal; inactive means no such curve, though single readings can be large or run the other way; the % refers to the polarisation
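Fluorescence polarization: 7 uM MLL-CXXC (stock) preincubated 5 min with compounds, then 50 nM fluorescein-HOX-A9 DNA (stock) added; 30 min ambient. Buffer 50 mM Tris-HCl pH 7.5, 50 mM NaCl, 1 mM DTT, 0.05% BSA.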
p53 reactivation: mutant p53 re-activation in reporter cells; H1299 p53-A138V BP100-luciferase reporter, luminescence, 24 h; actives 0.063% (n = 320,000); Potency, µM (highest dose often 92.2 µM), inactives show at the highest dose activity change, positive = activation, actives largely listed as activators; further: % of control where 0% means no effect; nearly all actives have a fitted effect of over 45% in size
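H1299 (p53-null), stable ts p53-A138V + BP100-Luc; 1000 cells/well, Opti-MEM/10% FBS; cpd 4 pt, 1:5; 24 h, 37 deg C, 5% CO2; detection reagent 10 min RT; luminescence.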
Gal4-VP16 FLuc: Gal4-VP16 reporter inhibition counter-screen; Drosophila S2 Gal4-VP16 UAS-luciferase, luminescence, 20 h; Potency, µM (titrated, usually from 53.6 µM), for the others: at the top dose activity, negative = inhibition, hits mostly inhibitors; actives 3.5% (n = 310,000); AID 2546;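 further: Gal4-VP16 expression switched on by copper sulfate through the metallothionein promoter; on the % scale 0 is the no-effect control and ±100 the full control effect; nearly all actives have a fitted effect of over 50% in size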
MBNL1 CUG block: MBNL1-poly(CUG) RNA binding inhibition; AID 2675; Potency, µM (doses to about 57.5 µM), inactives show at the highest dose activity change, negative = inhibition, actives largely listed as inhibitors; Q9NR56; actives 0.036% (n = 280,000); TR-FRET MBNL1-His/biotin-(CUG)12 binding, 665/545 ratio; active means well fitted inhibition curve with a large enough effect in the signal ratio, with a control signal flat, not every such curve was filed as active; inconclusive means small, poorly fitted or top-dose-only effect, or effect the other way, or a change in a side signal; inactive means no such curve, though single readings can be large or run the other way; the % refers to the signal ratio; further: on the % scale 0 is the no-effect control and ±100 the full control effect
Target sequence (Q9NR56 whole entry, looked up): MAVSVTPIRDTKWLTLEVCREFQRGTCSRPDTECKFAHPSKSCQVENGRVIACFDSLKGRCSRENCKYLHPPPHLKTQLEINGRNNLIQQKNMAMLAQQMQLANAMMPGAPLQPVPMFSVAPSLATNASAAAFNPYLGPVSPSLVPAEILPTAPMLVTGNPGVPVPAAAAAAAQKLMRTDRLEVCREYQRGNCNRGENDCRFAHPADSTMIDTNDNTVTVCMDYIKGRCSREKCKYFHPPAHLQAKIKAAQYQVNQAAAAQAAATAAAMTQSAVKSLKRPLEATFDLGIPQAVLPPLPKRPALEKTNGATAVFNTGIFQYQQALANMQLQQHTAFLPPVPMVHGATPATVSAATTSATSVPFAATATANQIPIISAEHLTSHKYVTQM
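TR-FRET between His-tagged MBNL1 and biotin-(CUG)12 RNA, detected with Tb anti-His antibody (0.055 ng/ul) and streptavidin-XL665 (5 nM), 60 min at room temperature. Compounds titrated 92 nM to 58 uM; 665/545 nm ratio normalized to buffer and complex controls.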
FLuc modulator: counter-screen for miR-21 project: firefly luciferase inhibitors or activators; actives 6.9% (n = 360,000); P08659; purified FLuc, Km substrates, luminescence inhibition; AID 588342; Potency, µM (titrated, usually from 57.5 µM), without a hit: at the highest dose activity change, negative = inhibition, usual class: inhibitors;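 further: plate controls were vehicle for no effect and reference inhibitor for full effect; nearly all actives have a fitted effect of over 55% in size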
Target sequence (P08659 whole entry, looked up): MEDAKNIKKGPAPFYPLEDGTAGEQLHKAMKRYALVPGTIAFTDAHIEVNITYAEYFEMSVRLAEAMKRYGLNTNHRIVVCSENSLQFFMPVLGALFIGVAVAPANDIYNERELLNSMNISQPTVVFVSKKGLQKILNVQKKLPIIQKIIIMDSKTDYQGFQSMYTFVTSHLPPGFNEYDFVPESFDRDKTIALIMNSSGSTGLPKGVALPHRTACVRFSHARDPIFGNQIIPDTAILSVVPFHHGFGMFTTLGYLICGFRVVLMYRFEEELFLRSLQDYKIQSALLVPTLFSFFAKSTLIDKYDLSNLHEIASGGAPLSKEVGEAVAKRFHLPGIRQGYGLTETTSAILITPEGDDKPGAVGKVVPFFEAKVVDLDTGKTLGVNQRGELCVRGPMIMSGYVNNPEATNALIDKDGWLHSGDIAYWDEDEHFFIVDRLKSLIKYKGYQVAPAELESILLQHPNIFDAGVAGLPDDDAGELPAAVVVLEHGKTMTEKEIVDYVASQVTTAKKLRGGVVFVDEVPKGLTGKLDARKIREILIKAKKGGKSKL
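Purified P. pyralis luciferase (10nM final) with 10uM D-luciferin and 10uM ATP (Km levels) in 50mM Tris acetate pH 7.5, 10mM Mg acetate, 0.01% Tween-20, 0.05% BSA; qHTS 6-point titration, ~60 µM downward; luminescence read.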
RORgamma inh: ROR gamma (mouse) transcription inhibition; P51450; Drosophila S2 Gal4-RORgamma UAS-luciferase reporter, 20 h; Potency, µM (titrated, usually from 53.6 µM), for inactives: at the highest dose activity change, negative = inhibition, hits mostly inhibitors; actives 5.4% (n = 310,000); AID 2551; further: on the % scale 0 is the no-effect control and ±100 the full control effect; nearly all actives have a fitted effect of over 60% in size
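Stable Schneider cell line, Gal4 DNA-binding domain fused to ROR gamma, UAS-luciferase. Cmpd 1 hr RT → CuSO4 700 uM final → 20 hr RT → luciferase reagent 10 min → luminescence.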
* = called active by the depositor; ? = inconclusive; . = no result given; [ ] = dose if it differs, or a comment. Unless noted, the call rests on the fitted dose curve; in most records, active means well fitted curve in the direction sought with a large enough effect; inconclusive means small, poorly fitted or top-dose-only effect, or another doubt; inactive means no such curve, though single readings can be large; an effect the other way counts as inactive or inconclusive. Potency means the concentration at half of the fitted maximal effect. These rows are one share of the data, so the mix of outcomes need not match the whole.

molecule,NPC1 promoter act,BRCA1 expr act,uPA generation,Rab9 promoter act,ELG1 genotox,MLL CXXC-DNA inh,p53 reactivation,Gal4-VP16 FLuc,MBNL1 CUG block,FLuc modulator,RORgamma inh
CC(=O)c1cccc(NC(=O)COC(=O)c2ccccc2C)c1,?,80%,-3%,27%,?,-14%,?,-7%,-3%,21µM*,16%
CCc1ccccc1NC(=O)c1sc2nc(C)cc(C)c2c1N,-1%,-4%,-9%,12%,2%,-3%,.,2%,53%[activator],?,41%
CCSc1nc2sccc2c(=O)n1-c1ccccc1,1%,-9%,-4%,-1%,4%,10%,-5%,9%,7%,4%,11%
O=C(O)c1ccccc1CSc1nc2ccccc2o1,4.5µM*,8.9µM*,-3%,?,?,2%,18%,-7%,-12%,11µM*,-31%
FC(F)C(F)(F)c1cc(-c2ccc(Cl)cc2)n[nH]1,16%,24%,-8%,30%,-8%,3%,?,2%,6%,?,20%
Cc1cccc(C2c3[nH]c4ccccc4c3CCN2C(=O)c2cn(C)c3ccccc3c2=O)n1 (configuration not stated),-6%,-19%,-7%,1%,-3%,0%,-4%,-20%,-29%,1%,23%
COc1ccc(NC(=O)c2ccco2)cc1NC(=O)c1ccc(C)cc1,-2%,-34%,0%,3%,-3%,-5%,-13%,-2%,-11%,-24%,35%
CC(C)Oc1ccc(C(CC(=O)O)NC(=O)c2cccs2)cc1 (configuration not stated),1%,1%,.,-5%,0%,10%,-1%,4%,-4%,0%,?
COC(=O)C1=C(C)OC(N)=C(C#N)C1c1c(C)nn(C)c1C (configuration not stated),-4%,4%,3%,-11%,0%,-1%,27%,-3%,-21%,0%,30%
O=C(NCC1COCCO1)C1CCN(S(=O)(=O)c2ccccc2)CC1 (configuration not stated),-2%,7%,-5%,0%,-2%,0%,0%,-1%[0.365 µM],-5%,3%,-15%
COc1ccc(CC(=O)OCn2nnc3ccccc3c2=O)cc1OC,-1%,11%,4%,1%,-2%,-2%,4%,3%,6%,2%,-12%
CCOC(=O)COc1cc2c(C(=O)OCC)c(C)oc2cc1Br,-2%,-5%,.,-2%,1%,1%,0%,-6%,?,6%,4%
CCOC(=O)N1CCN(CC(=O)Nc2ccc(F)c(F)c2)CC1,-4%,1%,-12%,0%,1%,19%,2%,5%,-11%,-2%,22%
O=C(NCc1ccco1)C(=O)NCC1OCCN1S(=O)(=O)c1ccc(Br)cc1 (configuration not stated),-3%,3%,4%,-5%,0%,-5%,3%,-18%,-9%,-5%,20%
CC1CCCC(C)N1C(=O)COC(=O)CSc1ccc(C(N)=O)cc1[N+](=O)[O-] (configuration not stated),-5%,-2%,2%,-3%,0%,.,1%,.,.,3%,.
CCC(NC(=O)CCc1ccccc1)c1ccccc1 (configuration not stated),-4%,-18%,5%,0%,-1%,12%,-2%,0%,-7%,2%,16%
O=C(Nc1cc(S(=O)(=O)N2CCOCC2)ccc1N1CCOCC1)c1cccc(S(=O)(=O)N2CCCCC2)c1,-2%,-5%,0%,-4%,4%,-6%,-4%,-2%,-2%,1%,-20%
COc1cccc(C(=O)Nc2ccccc2C(=O)NCC2CCCO2)c1 (configuration not stated),-3%,0%,-13%,0%,-3%,0%,.,.,5%,1%,.
CCC(CC)C1C(C#N)=C(N)Oc2n[nH]c(-c3ccccc3)c21 (configuration not stated),1%,-62%,-24%,-4%,-7%,-2%,-5%,-16%,-3%,1%,-37%
COc1ccc(Br)cc1S(=O)(=O)Nc1ccc(Cl)cn1,-3%,4%,2%,-2%,-5%,-20%,.,3%,6%,-2%,10%
O=C(NCC1CCCO1)c1cc2ccccc2[nH]1 (configuration not stated),11%,63%,-2%,20%,10%,-3%,10%,14%,4%,?,18%[10 µM]
Cn1nc(C(=O)NCc2ccccc2)cc1C(=O)NCc1ccccc1,-5%,-9%,-26%,19%,-7%,3%,-34%[inhibitor],-13%,-11%,-2%,?
COc1cccc(-n2c(SCC(=O)NC(C)(C)C)nnc2-c2ccoc2C)c1,-1%,1%,4%,4%,-2%,-5%,-1%,-6%,-11%,0%,0%
CCOC(=O)c1[nH]c2ccccc2c1NC(=S)Nc1ccccc1C,21%,42%,-28%,15%,3%,7%,14%,16%,20%,?,-41%
Cc1ccc(NC(=S)N2CCn3cccc3C2c2cccnc2)cc1 (configuration not stated),-1%,0%,3%,-3%,0%,-1%,7%,-13%,3%,-8%,?
Cc1ccc(-c2nc3ccccc3s2)cc1NC(=S)NC(=O)/C=C/c1ccco1,21%,-39%,-5%,20%,?,5%,?,10µM*,-14%,?,4µM*
O=c1oc2ccccc2c(N2CCCCC2)c1CN1CCCC1,-7%,2%,.,2%,1%,-5%,5%,6%,-6%,0%,41%
CCCCN(CC)C(=O)Cc1ccccc1OC,-3%,0%,-7%,-2%,-1%,-11%,-4%,-6%,-4%,2%,15%
O=C(CSc1nc2ccccc2o1)Nc1nc2ccccc2s1,11%,4%,0%,-1%,18%,2%,?,-19%,32%[activator],?,?
O=C(NCC1CCCO1)/C(=C/c1ccc(Cl)cc1)NC(=O)c1ccccc1 (configuration not stated),-6%,6%,3%,0%,?,?,19%,-4%,-10%,6%,8%
CCCCCCCc1nn2c(=O)cc(O)nc2s1,2%,-12%,2%,1%,1%,13%,1%,?,9%,-2%,-10%
CC(=O)Nc1ccc(-c2nnn(CC(=O)Nc3ccc4c(c3)OCO4)n2)cc1Cl,-3%,-4%,1%,3%,-1%,15%,0%,-3%,-1%,1%,0%
Cc1ccc(-c2ccc(=O)n(CC(=O)NCCCN3CCCCC3)n2)cc1,10%,16%,7%,2%,5%,-5%,-10%,-2%,?,2%,0%
CC(=O)N1CCC(C(=O)Nc2cc(C)cc(C)c2)CC1,-4%,-4%,-4%,-7%,0%,-3%,6%,6%,20%,1%,1%
CCc1ccc(NC(=O)Cn2nnc(-c3ccc(C)cc3-n3cnnn3)n2)cc1,-9%,11%,6%,-6%,2%,-4%,-5%,0%,0%,0%,12%
CCN(CC)CCNCc1cc(Br)ccc1OCC(=O)NCc1ccccc1,-3%,-18%,-20%,-1%,-3%,3%,9%,-1%,-1%,-1%,22%
O=C(NCc1cccnc1)Nc1ccccc1,0%,37%,-9%,2%,2%,-3%,0%,-15%,-17%,-6%,-3%
CC(C)(C)OC(=O)NCc1ccc(CNC(=O)c2[nH]cnc2C(=O)N[C@@H](Cc2ccccc2)C(=O)OC(C)(C)C)cc1,-3%,-68%,?,7%,-9%,0%,2%,20µM*,-4%,2%,11µM*
Cc1ccc2nc(NC(=O)c3ccc(N4C(=O)CCC4=O)cc3)sc2c1,8%,27%,-1%,16%,3%,1%,3%,-3%,22%,?,3%
CCC(C)NC(=O)C(Sc1ccccc1)c1ccccc1 (configuration not stated),-8%,-33%,-8%,-6%,-2%,-4%,-5%,-9%,-5%,-2%,-4%
CC1CCCCC12NC(=O)N(Cc1cc(=O)n3ccsc3n1)C2=O (configuration not stated),-4%,21%,1%,8%,1%,-13%,4%,1%,6%,4%,17%
COc1ccc(C)cc1NC(=O)COC(=O)C1CC1,-1%,1%,1%,-3%,3%,3%,0%,3%,-4%,0%,3%
CC1(C)Cc2cccc(C(=O)NC3CCN(Cc4ccccc4)CC3)c2O1,-3%,-19%,5%,-8%,-8%,-3%,6%,3%,-12%,-1%,33%
CCOc1ccccc1N(C(=O)Nc1ccc(Cl)cc1)C1=NC(C)CS1 (configuration not stated),-1%,70%,-10%,1%,7%,5%,?,-10%,-17%,?,?
COc1ccc(CNC(=O)[C@H](C)NC(=O)C2CCN(S(=O)(=O)c3ccccc3)CC2)cc1,-6%,0%,3%,-1%,-1%,26%,-1%,6%,8%,2%,25%

Screening data deposited in PubChem by National Center for Advancing Translational Sciences (NCATS).
